MCL1 BIM primary = disrupts human MCL1 binding to BIM-BH3 peptide | GST-MCL1 / FITC-Bim-BH3 fluorescence polarization | 320,000 compounds, 0.68% hits | AID 2057 | inhibition, % at 10.9 µM;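 active = inhibition above the mean inhibition of all tested compounds plus 3 SD, set per campaign, cut at about 40% in these data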;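 note: 0% = DMSO wells and 100% = unlabeled Bim-BH3 peptide control; higher means more loss of mP so more displacement of Bim peptide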
GSTO1 counter = GSTO1 inhibition, counter-screen for RBBP9 inhibitors; P78417; recombinant GSTO1, activity-based probe fluorescence polarization; inhibition, % at 5.96 µM; 300,000 compounds, 1.1% hits;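 active = inhibition above the campaign mean inhibition plus 3 SD, cut at about 35% in these data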;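 note: 0% = GSTO1-1 with DMSO and 100% = wells lacking GSTO1-1 enzyme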
Fam108B inh = blocks mouse Fam108B hydrolase in RBBP9 counter-screen. recombinant Fam108B, FP-Rh probe fluorescence polarization. AID 1947. 300,000 compounds, 0.33% hits. inhibition, % at 9.51 µM;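 active = inhibition above the screen mean inhibition plus 3 SD, computed separately per campaign, cut at about 18% in these data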;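 note: inhibitors lower polarization as less probe binds the enzyme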
PME-1 inh = PME-1 (human) inhibition; Q9Y570; recombinant PME-1, FP-Rh probe fluorescence polarization; inhibition, % at 5.9 µM; 320,000 compounds, 0.53% hits; AID 2130;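 active = inhibition above the campaign mean of all compounds plus 3 SD, cut at about 26% in these data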;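 note: competitive labeling of PME-1 active site by serine hydrolase directed probe; 0% = PME-1 with DMSO and 100% = wells lacking PME-1 enzyme; inhibitors block probe labeling so polarization falls and inhibition rises; many of its hits are not listed in these tables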
PAD4 FP inh = blocks human protein arginine deiminase 4; Q9UM07; recombinant PAD4, RCA probe fluorescence polarization; inhibition, % at 6.36 µM; 330,000 compounds, 0.41% hits; AID 485272;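 active = percent inhibition above a cutoff equal to the mean of all tested compounds plus 3 SD, cut at about 15% in these data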;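 note: 0% = PAD4 with RCA probe and DMSO and 100% = probe without PAD4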
Target sequence (Q9UM07 whole entry, looked up): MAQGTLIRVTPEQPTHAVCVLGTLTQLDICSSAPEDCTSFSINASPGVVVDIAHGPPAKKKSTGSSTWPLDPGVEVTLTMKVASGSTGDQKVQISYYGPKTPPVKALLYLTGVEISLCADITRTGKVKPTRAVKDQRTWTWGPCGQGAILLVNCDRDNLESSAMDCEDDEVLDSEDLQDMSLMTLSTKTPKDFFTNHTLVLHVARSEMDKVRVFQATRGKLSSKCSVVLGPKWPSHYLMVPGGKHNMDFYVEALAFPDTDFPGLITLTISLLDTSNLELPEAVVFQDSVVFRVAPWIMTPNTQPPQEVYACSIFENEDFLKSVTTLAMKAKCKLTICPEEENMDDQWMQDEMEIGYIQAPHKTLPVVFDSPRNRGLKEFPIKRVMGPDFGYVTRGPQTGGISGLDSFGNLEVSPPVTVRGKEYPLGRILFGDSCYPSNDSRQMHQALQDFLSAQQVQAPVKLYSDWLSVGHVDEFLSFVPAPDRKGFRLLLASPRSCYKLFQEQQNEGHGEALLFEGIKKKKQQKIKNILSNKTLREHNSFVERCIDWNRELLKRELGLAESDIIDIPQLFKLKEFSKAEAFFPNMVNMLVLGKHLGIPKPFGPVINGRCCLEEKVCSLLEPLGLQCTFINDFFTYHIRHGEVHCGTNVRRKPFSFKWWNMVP
GLD-1 TGE inh = GLD-1-TGE RNA interaction inhibition (C. elegans); AID 2280; 320,000 compounds, 0.44% hits; inhibition, % at 5.96 µM; purified GLD-1 + fluorescein TGE RNA, fluorescence polarization; Q17339;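 active = percent inhibition above a per-plate cutoff, the plate mean of test compounds plus 3 SD, cut at about 30% in these data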;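 note: 0% = DMSO wells with GLD-1 and probe and 100% = wells lacking GLD-1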
BCLXL inh = Bcl-xL (human) inhibition; Q07817; GST-Bcl-xL / FITC-Bim BH3 peptide fluorescence polarization; inhibition, % at 10.9 µM; 320,000 compounds, 0.7% hits; AID 2129;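 active = inhibition above the mean of all tested compounds plus 3 SD, cutoff set per campaign, cut at about 30% in these data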;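 note: 0% = DMSO wells and 100% = unlabeled Bim-BH3 peptide competitor; inhibitors lower millipolarization by displacing the labeled peptide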
TPT1 inh = C. albicans TPT1 enzyme inhibition | inhibition, % at 5 µM | AID 1962 | recombinant caTPT1, FP RNA substrate dephosphorylation | 300,000 compounds, 0.81% hits;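 active = inhibition above the mean of all tested compounds plus 3 SD, set per screening campaign, cut at about 24% in these data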;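 note: plate controls were DMSO alone for no effect and ferristatin control at 100 nM for full effect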
MEX-5 binding = C. elegans MEX-5 TCR-2 RNA binding activity. Q9XUB2. MEX-5/FITC-TCR2 RNA binding, fluorescence polarization; hits give low values. activity score (negative = inhibition of binding), % at 10 µM. 300,000 compounds, 0.38% hits. AID 1832;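 active = inhibition past about -25% in most replicates, and total fluorescence under double the plate's negative control median, limit read from the data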;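 note: 0% = DMSO and -100% = 5 µM competing unlabeled TCR2 RNA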
Target sequence (Q9XUB2 whole entry, looked up): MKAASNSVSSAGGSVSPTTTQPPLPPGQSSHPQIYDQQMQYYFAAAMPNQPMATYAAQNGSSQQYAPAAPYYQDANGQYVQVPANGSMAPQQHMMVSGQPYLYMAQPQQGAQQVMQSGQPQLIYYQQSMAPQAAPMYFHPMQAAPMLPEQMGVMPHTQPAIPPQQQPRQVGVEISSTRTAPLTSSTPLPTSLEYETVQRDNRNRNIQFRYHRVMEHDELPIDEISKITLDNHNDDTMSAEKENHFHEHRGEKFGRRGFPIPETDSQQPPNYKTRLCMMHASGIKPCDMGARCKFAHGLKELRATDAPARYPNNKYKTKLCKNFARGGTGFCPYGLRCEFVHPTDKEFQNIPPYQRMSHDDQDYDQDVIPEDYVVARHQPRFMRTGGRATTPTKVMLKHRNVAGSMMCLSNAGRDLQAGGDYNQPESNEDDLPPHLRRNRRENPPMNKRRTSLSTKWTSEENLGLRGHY
* = called active by the depositor; / = not tested or not shown. These rows are one share of the data (hit frequency here may not be typical).

SMILES	MCL1 BIM primary	GSTO1 counter	Fam108B inh	PME-1 inh	PAD4 FP inh	GLD-1 TGE inh	BCLXL inh	TPT1 inh	MEX-5 binding
CCC(C(=O)Oc1c(C(C)C)cccc1C(C)C)c1ccccc1 (stereo not drawn)	1	/	/	-4	1	0	0	/	/
COC(=O)C1CCN(C(=O)COC(=O)c2cc(-c3cccs3)nn2-c2ccccc2)CC1	-16	7	2	3	1	-1	-4	-2	3.0
Cc1ccc(C(=O)NCc2ccncc2)cc1S(=O)(=O)N1CCCCC1	7	4	4	2	2	0	1	0	1.3
NC(=O)CNC(=O)[C@@H]1CC2(CC(c3ccc(Cl)cc3)=NO2)CN1C(=O)c1ccccc1 (stereo partly drawn)	-2	8	1	-1	4	-3	9	-4	-2.0
CSc1nnnn1-c1ccc(Cl)cc1	2	1	0	4	-3	2	-1	5	-0.8
CC(C)(C)NC(=O)NC(=O)CSc1ncc(C(F)(F)F)cc1Cl	-3	1	4	7	-8	2	0	2	-0.9
Cn1c(=O)c2c(nc(CN3CCN(C(=O)c4ccco4)CC3)n2CCCc2ccccc2)n(C)c1=O	2	3	7	7	0	-2	2	-1	-1.0
CC1(CCc2ccccc2)NC(=O)N(Cc2nnc(-c3ccccc3Br)o2)C1=O (stereo not drawn)	-1	5	2	4	-3	-1	0	-3	1.2
COC(=O)c1ccc(C)c(NS(=O)(=O)c2ccc(OC)cc2)c1	-5	-2	1	-5	-1	1	0	-2	-2.0
COc1ccc(CNc2ccc(S(N)(=O)=O)cc2)cc1	7	0	-3	2	-3	-1	5	-1	1.7
O=C(OC1CCOC1=O)c1ccc(N2CCCC2)c([N+](=O)[O-])c1 (stereo not drawn)	-1	-1	1	-4	4	0	5	-2	-2.7
CCc1nnc(NC(=O)C2CCN(S(=O)(=O)c3ccc(C)cc3)CC2)s1	3	4	1	2	2	6	1	1	1.6
COc1cccc(/C=C/C(=O)OCC(=O)c2ccc(S(=O)(=O)N3CCCCC3)cc2)c1OC	6	15	-9	-5	-2	0	0	1	1.2
Cc1ccnc(NC(=O)CNC(=O)c2ccc(C)s2)c1	-4	11	-3	5	-2	-4	-2	-1	0.0
COc1ccc(C(CNC(=S)NCc2ccccc2)N2CCCC2)cc1 (stereo not drawn)	1	-2	4	2	-2	2	0	-1	1.4
O=C(N/N=C/c1ccc2c(c1)OCO2)c1cccc(NC(=O)c2ccccc2Cl)c1	2	5	-4	-22	0	-7	1	-2	1.8
CCCC(c1nnnn1CCC(C)C)N1CCC(C(N)=O)CC1 (stereo not drawn)	3	-1	-3	-5	1	3	10	-5	0.3
CCN(C(=O)CSc1nnc(Cc2cccc3ccccc23)n1N)C1CCS(=O)(=O)C1 (stereo not drawn)	-7	7	4	-4	-8	1	-8	-2	-0.7
CCN(C(=O)CSc1n[nH]c(-c2ccccc2)n1)c1c(N)n(Cc2ccccc2)c(=O)[nH]c1=O	-9	/	/	-2	-3	1	-5	/	/
Cc1ccccc1NC(=O)c1cccc(S(=O)(=O)N2CCOCC2)c1	0	-1	-1	3	-1	3	4	-3	-0.9
CSCCC(NC(=O)c1cc([N+](=O)[O-])ccc1Cl)C(=O)O (stereo not drawn)	6	2	-1	8	2	3	5	0	0.4
CCC(=O)N1CCc2cc(S(=O)(=O)NCCCOC)ccc21	8	3	-2	-2	-1	8	6	-3	-1.2
CCCc1n[nH]c2c1/C(=N\OCC)CC(C)(C)C2	3	15	-2	8	-2	-4	7	-4	-1.2
CS(=O)(=O)NNC(=O)C1Cc2c(ccc3ccccc23)O1 (stereo not drawn)	1	1	8	0	7	7	3	-4	1.9
O=C(CSc1nc(C2CC2)nc2ccccc12)N1CCc2ccccc2C1	5	-19	2	1	-2	1	0	-2	-8.6
CC(CN(C)Cc1ccccc1)OC(=O)c1cccc(F)c1 (stereo not drawn)	-1	-2	1	4	-1	4	0	1	-0.7
CC(C)(C)N(NC(=O)Nc1ccc(Cl)cc1)C(=O)c1ccccc1	-2	-1	0	15	-3	-2	3	-2	5.1
CCOc1ccccc1N1C(=O)c2ccc(S(=O)(=O)c3ccc(C(=O)O)cc3)cc2C1=O	1	0	-2	-4	-4	-7	1	-2	-1.3
COC(=O)N/N=C/c1ccc(-c2ccc(Cl)c(Cl)c2)o1	8	-3	2	15	-4	2	2	1	2.4
O=C(CCc1ccccc1)N/N=C/c1cccc(O)c1	5	1	2	2	2	3	0	-2	0.8

Part of the list above, with two lines to a compound.
Every second line gives: MCL1 BIM primary | GSTO1 counter | Fam108B inh | PME-1 inh | PAD4 FP inh | GLD-1 TGE inh | BCLXL inh | TPT1 inh | MEX-5 binding
CCC(C(=O)Oc1c(C(C)C)cccc1C(C)C)c1ccccc1 (stereo not drawn)
  1 | / | / | -4 | 1 | 0 | 0 | / | /
COC(=O)c1ccc(C)c(NS(=O)(=O)c2ccc(OC)cc2)c1
  -5 | -2 | 1 | -5 | -1 | 1 | 0 | -2 | -2.0
COc1cccc(/C=C/C(=O)OCC(=O)c2ccc(S(=O)(=O)N3CCCCC3)cc2)c1OC
  6 | 15 | -9 | -5 | -2 | 0 | 0 | 1 | 1.2
CCOc1ccccc1N1C(=O)c2ccc(S(=O)(=O)c3ccc(C(=O)O)cc3)cc2C1=O
  1 | 0 | -2 | -4 | -4 | -7 | 1 | -2 | -1.3

Other entries.
SMILES	MCL1 BIM primary	GSTO1 counter	Fam108B inh	PME-1 inh	PAD4 FP inh	GLD-1 TGE inh	BCLXL inh	TPT1 inh	MEX-5 binding
Cc1[nH]c2ccccc2c1CCNC(=O)c1c(N)no[n+]1[O-]	3	12	0	3	2	-1	3	-2	1.2
Cc1ccc(NC(=O)CSCc2cc(=O)n3nc(C4CC4)sc3n2)cc1	5	4	-4	-5	-2	-3	5	2	1.3
CCOC(=O)C1CCN(C(=O)c2cc3c(=O)n4cccc(C)c4nc3s2)CC1	-3	1	1	-3	-2	5	2	-2	2.7
Cc1ccc(S(=O)(=O)c2c(N)n(CCN3CCOCC3)c3nc4ccccc4nc23)cc1C	8	11	5	-1	0	0	6	-2	-1.4
COc1cc(C(=O)NCCC(=O)NCCCN2CCCCC2)cc(OC)c1OC	6	-2	3	3	8	4	8	-5	1.2
COC(=O)c1nn(-c2ccc(OC)cc2)ccc1=O	2	0	-4	7	-2	-1	4	-4	-0.8
COCc1nc2ccccc2n1CCOc1ccccc1OC	3	2	-2	-5	1	-9	0	-4	-6.6
COc1ccc(NC(=O)N2CCc3ccccc32)cc1	-2	9	4	-1	-2	0	-2	3	-0.8
CCCc1nn(C(=O)c2ccccc2)c2c1C(=O)CC(C)(C)C2	-7	5	-1	-2	3	-1	-3	-2	0.4
CN(c1ccccc1C(=O)O)S(=O)(=O)c1ccc2c3c(cccc13)C(=O)N2	23	-26	5	-2	1	10	18	-2	/
Cc1ccc(N(CC(=O)NC2CCCC2)C(=O)CCC(=O)Nc2nccs2)c(C)c1	0	11	-3	2	0	-2	6	0	-2.2
CCOc1ccccc1NC1=CC(=O)CC(c2ccccc2)C1 (stereo not drawn)	0	6	-2	3	4	0	0	0	-0.5
NC(=O)CSc1oc(-c2ccco2)nc1S(=O)(=O)c1ccc(Br)cc1	6	-2	1	-2	-1	8	6	2	1.8
CCOC(=O)Cc1nnc(-c2ccccc2)o1	-9	3	1	2	-5	4	-3	0	-0.5
CCOC(=O)c1c(C)[nH]c(C2=NNC(=NC3CC3)SC2)c1C	4	11	4	0	17*	2	10	-2	-0.9
CCOC(=O)c1nn(-c2ccccc2C)c2nc(Nc3ccccc3)cc(=O)n12	-6	-2	2	1	2	-10	2	4	-3.6
CCOC(=O)c1cccc(NC(=O)CSc2nnc(CNc3ccc(C)cc3)n2CC)c1	-2	-5	-4	-3	0	-1	2	2	1.4
CN1CCN(CC#CC(C)(O)C2CC3C=CC2C3)CC1 (stereo not drawn)	2	20	-3	-1	-2	9	8	-2	-3.8
CCc1nc(C#N)c(N2CCOCC2)o1	1	3	0	3	2	5	0	-2	-2.2
Cc1[nH]c2c(Cl)cccc2c1CCNC(=O)C1CCCCC1C(=O)OCC(F)(F)F (stereo not drawn)	2	4	1	4	2	2	5	-1	-3.1
O=C(Nc1ccccc1[N+](=O)[O-])c1cccnc1Cl	-1	-5	-6	0	-2	10	5	-2	-0.8
Cc1cccc(NC(=O)CCC(=O)N/N=C/c2cccnc2)c1	-2	0	-3	1	-3	3	-4	2	2.4
O=C(CCCN1C(=O)c2ccccc2C1=O)NCCC1=CCCCC1	8	2	-3	-3	0	0	2	-2	-1.0
Cc1ccc(S(=O)(=O)N2CCC(=O)N(C(COCc3ccc(Cl)c(Cl)c3)Cc3ccccc3)CC2)cc1 (stereo not drawn)	-1	7	-3	-4	-2	2	-1	2	2.6
COc1ccccc1NS(=O)(=O)c1cccc(C(=O)N2CCN(C(=O)c3ccco3)CC2)c1	0	/	/	8	4	-1	3	/	/
COCC(C)NCc1ccc(OC)c(Br)c1 (stereo not drawn)	8	3	-4	-5	3	5	5	0	0.8
CCc1nnc(NC(=O)c2c(C)nn(-c3ccccc3)c2Cl)s1	-2	9	-3	-1	1	4	2	-2	0.4
CC(=O)Nc1ccc2c(c1)CCc1ccccc1-2	-5	5	-1	-1	-2	-2	0	0	-0.2
CCN1C(=O)C(=O)N(CC(=O)N2CCC(C)Sc3ccccc32)C1=O (stereo not drawn)	6	/	/	-4	-3	-6	6	/	/
CC(C)C(NC(=O)OCc1ccccc1)C(=O)OCC(=O)NC1CC1 (stereo not drawn)	-4	-4	3	3	-3	-9	1	2	2.8
Nc1nc(NC(=O)c2ccccc2)nn1-c1ccccc1	1	-3	3	-10	-4	-8	-2	-1	-0.2
CCOc1ccccc1C1c2cc3c(cc2OC(C)(N2CCCC2)C1C)OCO3 (stereo not drawn)	-5	8	0	-2	-4	-7	-5	4	0.7
C#CCOCCOCCOCCNc1nc(N2CCN(C(=O)[C@H](CCCCN)n3cc([C@@H](N)CO)nn3)CC2)nc(N2CCN(C(=O)[C@H](Cc3cc4ccccc4[nH]3)n3cc([C@@H](N)CC(C)C)nn3)CC2)n1	5	10	2	1	2	1	5	-3	8.8
O=C1CCc2cc(S(=O)(=O)N3CCC(C(=O)NCCC4=CCCCC4)CC3)ccc2N1	2	5	2	0	2	1	4	-1	/
CC(=O)N1CCC2(CC1)C(C#N)=C(N)Oc1n[nH]c(C)c12	1	-6	-2	1	-3	1	5	-5	/
CC1Cc2ccccc2N1CC(=O)NC(=O)NC(C)(C)C (stereo not drawn)	5	3	2	-3	-4	3	1	1	-0.3
CNC(=S)Nc1ccc(OC(F)(F)F)cc1	3	3	-3	-6	-6	6	2	2	3.0
COc1ccc(C(C(=O)NC(C)(C)C)N(C(=O)CCC(=O)Nc2cc(C)on2)c2ccc3c(c2)OCCO3)cc1 (stereo not drawn)	-6	-3	1	1	1	3	3	-2	3.2
O=C1c2ccncc2C(=O)N1CNc1ccc(Cl)cc1	6	5	1	6	-5	5	6	1	-2.3
CCC(=O)N1CCN(c2ccc(NC(=S)NC(=O)C(C)C)cc2)CC1	7	-1	-2	2	-3	4	9	-7	1.8
O=S(=O)(c1cccc(Cl)c1Cl)N1CCN(C(=S)NCCCN2CCOCC2)CC1	-3	11	-4	8	-8	7	0	-1	0.8
NS(=O)(=O)c1ccc(CNC(=O)CNC(=O)c2ccc(Br)o2)cc1	5	-3	2	2	2	3	2	-3	-0.9
CCCNC(=O)c1cc2ccccc2c(=O)o1	-2	-3	-6	-2	-1	1	1	0	1.6
CCn1c(SCC(=O)N(C)CCC#N)nc2cc(S(=O)(=O)N3CCOCC3)ccc21	2	-1	-2	6	-2	6	-3	2	-0.6
